Screening results: PubChem BioAssay, National Center for Advancing Translational Sciences (NCATS)
Giardia kill: kills Giardia lamblia; activity change, % at 7.66 µM, hits read low; hit rate 0.15% among 340,000; AID 540267; Giardia lamblia trophozoite viability; in the data active means activity change below about -80%; inconclusive means between about -30% and that limit;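 further: parasites exposed to compound for two days anaerobically before the ATP read; on the % scale 0 is the no-effect control and ±100 the full control effect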
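Viability, read as ATP luminescence: trophozoites at 100 cells/well, compound added, 48 hrs anaerobic at 37 deg C, then 15-30 min room-temperature development before reading.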
MLL CXXC-DNA inh: blocks binding of human MLL CXXC domain to DNA. Q03164. MLL-CXXC / FITC-HOXA9 DNA fluorescence polarization. Potency, µM (highest dose often 115 µM), for the others: at the top dose activity change, negative = inhibition, actives largely listed as inhibitors. hit rate 0.037% among 290,000; active means well fitted inhibition curve with a large enough effect in the polarisation, with a control signal flat, not every such curve was filed as active; inconclusive means small, poorly fitted or top-dose-only effect, or effect the other way, or a change in a side signal; inactive means no such curve, though single readings can be large or run the other way; the % refers to the polarisation; further: potency means the concentration at half of the fitted maximal effect
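Steps: dispense CXXC domain solution (7 uM) → pin compounds or unlabeled HOX-A9 DNA control → 5 min ambient → add FLSN-HOX-A9 solution (50 nM) → spin → 30 min ambient → fluorescence polarization. Tris pH 7.5/NaCl/DTT/BSA buffer.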
KCNH2 WT inh: blocks the wildtype human KCNH2 potassium channel; Q12809; U2OS, BacMam KCNH2, thallium flux FluxOr; stronger effect = lower value; activity change, % at 1.84 µM; hit rate 0.37% among 340,000; AID 720551;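 active means maximum activity change below -70%; inconclusive means maximum activity change between -70% and -50%; inactive means maximum activity change above -50%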; further: on the % scale 0 is the no-effect control and ±100 the full control effect
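U2OS cells transduced with wild-type KCNH2 virus are loaded with FluxOr dye for 45 min, and thallium flux is measured in kinetic reads before and after stimulation buffer. Rate constants are normalized to DMSO controls.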
B2AR arrestin: recruits beta-arrestin to the human beta2-adrenergic receptor. P07550. beta-arrestin recruitment to beta2AR, cell-based reporter. Potency, µM (highest dose often 46.1 µM), inactives show top-dose activation, hits mostly activators. hit rate 0.02% among 330,000. AID 492947;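 further: potency means the concentration at half of the fitted maximal effect; 0% = DMSO controls and full agonism = EC100 isoproterenol or metaproterenol; nearly all actives have a fitted effect of over 65% in size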
GALK inhibitor: inhibitors of human galactokinase. P51570. Purified GALK, Kinase-Glo residual ATP luminescence. Potency, µM (series often up to 57.5 µM), without a hit: at the top dose activity change, negative = inhibition, usual class: inhibitors. hit rate 0.007% among 270,000; further: potency means the concentration at half of the fitted maximal effect; on the % scale 0 is the no-effect control and ±100 the full control effect
Target sequence (P51570 whole entry, looked up): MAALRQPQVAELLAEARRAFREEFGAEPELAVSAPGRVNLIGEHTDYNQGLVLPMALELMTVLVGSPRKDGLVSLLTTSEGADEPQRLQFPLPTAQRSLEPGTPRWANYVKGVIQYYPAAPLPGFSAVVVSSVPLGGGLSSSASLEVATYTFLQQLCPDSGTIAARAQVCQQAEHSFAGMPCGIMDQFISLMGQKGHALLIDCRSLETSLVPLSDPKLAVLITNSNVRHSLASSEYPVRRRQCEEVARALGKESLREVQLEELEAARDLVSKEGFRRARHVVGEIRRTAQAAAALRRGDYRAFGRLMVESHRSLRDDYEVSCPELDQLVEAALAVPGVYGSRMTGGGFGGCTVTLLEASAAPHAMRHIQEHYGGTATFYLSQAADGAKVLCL
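Human GALK (5 nM) with 35 uM ATP and 100 uM galactose in 20 mM HEPES pH 8.0, 5 mM MgCl2, 60 mM NaCl, 1 mM DTT, 0.01% BSA. After 1 h at room temperature, leftover ATP was read by Kinase-Glo Plus luminescence.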
PKM2 activator: PKM2 (human) enzyme activation; P14618; purified PKM2, Kinase-Glo ATP luminescence, activation; response scale: 0% is enzyme alone, no compound; Potency, µM (doses to about 57.5 µM), without a hit: at the top dose activation, usual class: activators; hit rate 0.34% among 260,000; further: potency means the concentration at half of the fitted maximal effect; on the % scale 0 is the no-effect control and ±100 the full control effect; nearly all actives have a fitted effect of over 55% in size
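hPK-M2, >95% pure; 0.1 mM ADP / 0.5 mM PEP final; imidazole pH7.2 buffer w/ 7 mM MgCl2, 50 mM KCl; 1 h RT; Kinase-Glo lum. Intermediate enzyme activity for dual inhibitor/activator qHTS.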
FBPA coupling cs: coupling enzyme interference in Giardia aldolase counter-screen; activity change, negative = inhibition, % at 58.2 µM, hits read low; hit rate 0.67% among 290,000; coupling enzyme system counterscreen, AmpLite Red fluorescence; in the data active means activity change below about -30%; further: on the % scale 0 is the no-effect control and ±100 the full control effect
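Fluorescence at 525 nm excitation and 598 nm emission measured inhibition of the coupled detection system without aldolase. Compounds (at 57.5 uM final) were preincubated 10 min at room temperature with coupling enzyme reagent before a 20 min substrate/AmpLite Red step.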
USP2a block: USP2a (human) protease inhibition; Potency, µM (top dose mostly 38.3 µM), for the others: at the highest dose activity change, negative = inhibition, usual class: inhibitors; hit rate 0.01% among 330,000; USP2 core, Ub-CHOP2 coupled fluorogenic reporter, 485/531; O75604;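 further: potency means the concentration at half of the fitted maximal effect; plate controls were DMSO wells for no effect and full inhibition by NEM control for full effect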
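USP2 core (10nM final) preincubated 30min RT with compound in 20mM Tris-HCl pH 8.0, 2mM CaCl2, 2mM beta-mercaptoethanol, 0.05% CHAPS; 25nM Ub-CHOP2 plus 25nM reporter substrate added, fluorescence (Ex485/Em531) read after 60min.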
Menin MLL FP TR: menin-MLL binding inhibition, Texas Red mutant peptide | O00255 | Menin + Texas Red MLL mutant peptide, fluorescence polarization | Potency, µM (top dose mostly 61.6 µM), for inactives: at the highest dose FP activity change, negative = inhibition, most hits filed as inhibitors | hit rate 0.23% among 270,000 | AID 1768; active means well fitted inhibition curve with a large enough effect in the polarisation, with a control signal flat, not every such curve was filed as active; inconclusive means small, poorly fitted or top-dose-only effect, or effect the other way, or a change in a side signal; inactive means no such curve, though single readings can be large or run the other way; the % refers to the polarisation; further: potency means the concentration at half of the fitted maximal effect; % of control where 0% means no effect; many of its hits are not listed in these tables
Target sequence (O00255 whole entry, looked up): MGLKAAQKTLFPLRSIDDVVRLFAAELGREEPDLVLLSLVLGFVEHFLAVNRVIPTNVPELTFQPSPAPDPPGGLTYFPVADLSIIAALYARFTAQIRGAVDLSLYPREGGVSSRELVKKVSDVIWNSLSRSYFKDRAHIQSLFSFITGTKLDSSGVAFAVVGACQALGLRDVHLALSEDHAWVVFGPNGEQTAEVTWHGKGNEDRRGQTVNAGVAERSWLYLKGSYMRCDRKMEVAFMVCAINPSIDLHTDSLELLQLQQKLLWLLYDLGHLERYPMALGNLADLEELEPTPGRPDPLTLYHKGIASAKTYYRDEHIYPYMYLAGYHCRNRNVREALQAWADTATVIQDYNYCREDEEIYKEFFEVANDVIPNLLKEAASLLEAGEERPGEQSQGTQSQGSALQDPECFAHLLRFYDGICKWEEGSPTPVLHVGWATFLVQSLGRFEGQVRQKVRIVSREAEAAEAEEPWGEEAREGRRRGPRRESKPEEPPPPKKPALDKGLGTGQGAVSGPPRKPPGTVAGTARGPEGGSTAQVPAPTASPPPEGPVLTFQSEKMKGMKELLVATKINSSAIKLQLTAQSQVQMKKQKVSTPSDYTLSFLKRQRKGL
KCNH2 3.1 block: KCNH2 3.1 (human) potassium channel inhibition; U2OS KCNH2 3.1, thallium flux FluxOr; stronger effect = lower value; hit rate 0.95% among 340,000; activity change, % (tested at about 1.8 µM);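 active means maximum activity change below -70%; inconclusive means maximum activity change from -70% to -50%; inactive means maximum activity change above -50%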;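 further: thallium influx rate constant from kinetic fluorescence after stimulation buffer; on the % scale 0 is the no-effect control and ±100 the full control effect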
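Kinetic fluorescence (2 min after stimulation buffer) measures Tl+ influx through KCNH2 3.1 expressed by viral transduction in U2OS cells; the rate constant is normalized against DMSO controls serving as positive and negative references.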
TRPV1 ag: human TRPV1 agonism. Q8NER1. TRPV1-expressing cells, Fluo-8 calcium influx, agonist mode. activation, % at 8.33 µM. hit rate 0.19% among 320,000. AID 540275; in the data active means activation above about 80%; inconclusive means between about 30% and that limit; further: 0% is about no effect
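Fluo-8 calcium influx in TRPV1-expressing cells, kinetic read (ex 480/em 520 nm). Compound added and read 3 min for agonist activity, followed by capsaicin at EC20 final and 2 min further read for enhancement.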
* hit, by the source's call; ? = inconclusive; . = not tested or not shown; & = joins results of further samples; ! = a repeat was not active; [ ] = dose if it differs, or a comment. Unless noted, the call rests on the fitted dose curve; in most records, active means well fitted curve in the direction sought with a large enough effect; inconclusive means small, poorly fitted or top-dose-only effect, or another doubt; inactive means no such curve, though single readings can be large; an effect the other way counts as inactive or inconclusive.

SMILES	Giardia kill	MLL CXXC-DNA inh	KCNH2 WT inh	B2AR arrestin	GALK inhibitor	PKM2 activator	FBPA coupling cs	USP2a block	Menin MLL FP TR	KCNH2 3.1 block	TRPV1 ag
COc1cc(OC)cc(-c2cc3ccccc3c(=O)o2)c1	-11	.	1	-1.4%	.	.	.	4%	.	-12	.
N#C/C(=C(/O)COC(=O)COc1ccc(Cl)cc1)c1nc2ccccc2[nH]1	8	17%	1	0.0%	1%	-16%	1	2%	10%	-11	0
Cc1c(C(=O)NN)sc(-c2ccccc2)c1C#N	-1	-5%	-8	0.0%	-1%	-2%	4	2%	4%	-2	2
Cc1cc(C(=O)Nc2cc(S(C)(=O)=O)ccc2Cl)no1	19	.	-5	0.0%	.	.	.	4%	.	3	1
CC(C)CC(c1nnnn1C(C)C)N1CCN(C(=O)c2ccco2)CC1 (stereo unspecified)	-7	.	5	-0.2%	.	.	.	1%	.	-49	-2
C[C@H](NC(=O)c1nc[nH]c1C(=O)NCc1ccccc1)C(=O)OCc1ccccc1	13	1%	-1	-0.8%	.	0%	2	0%	21%	-1	10
CCCn1nnc(NC(=O)c2cccc(OCc3ccccc3)c2)n1	10	16%	0	0.5%	-2%	0%	0	0%	.	5	16
O=Cc1nc(-c2ccc(Cl)cc2)n2ccccc12	3	-1%	-1	0.1%	-2%	6%	2	1%	4%	-1	0
CCN(C(=O)CN1C(=O)S/C(=C\c2ccccc2OC)C1=O)C1CCS(=O)(=O)C1 (stereo unspecified)	-24	-5%	-2	0.3%	5%	.	0	0%	-2%	4	2
Cc1nc2ccc(NC(=O)c3ccc(C)c(S(=O)(=O)N4CCOCC4)c3)cc2s1	-3	.	-15	0.0%	.	.	.	0%	.	-11	10
COc1ccc(NC(=S)N2CCC(Cc3ccccc3)CC2)cc1	10	1%	-5	0.5%	-3%	-2%	.	-1%	.	12	3
COCCN(CCOC)C(=S)Nc1cc(S(=O)(=O)N(C)C)ccc1C	-9	15%	-1	0.0%	9%	-11%	5	3%	-3%	-18	-1
CCN1CCN(Cc2ccc(NC(=O)c3ccc(C)c(NC(=O)C(=O)c4c[nH]c5ccccc45)c3)cc2C(F)(F)F)CC1	-11&-7	85%&135%[activator]	-132*!	-0.7%&-0.4%	4%	-5%&0%	-2&1	-21%&-12%	31%[activator]	0&-7&25	-2&0
Clc1cccc(N2CCN(c3ncnc4nc[nH]c34)CC2)c1	2	-1%	-11	0.0%	1%	1%	3	-1%	.	-23	.
Cc1noc(C)c1S(=O)(=O)N(C)C[C@H]1Oc2c(NC(=O)Nc3ccc4c(c3)OCO4)cccc2C(=O)N([C@H](C)CO)C[C@@H]1C	-20	.	26	0.0%	.	.	.	0%	.	6	.
CC12CC(NC(=O)N1CCc1ccccc1)c1ccccc1O2 (stereo unspecified)	7	-12%	-4	-0.6%	-1%	-9%	-1	-6%	-11%	-15	5
CCNc1oc(-c2ccccc2F)nc1S(=O)(=O)c1ccccc1	-6	15%	-31	-0.1%	-4%	-1%	.	0%	.	-9	11
COC(=O)Cn1c2c(c3cc(C)ccc31)CCCC2NC(C)c1ccccc1 (stereo unspecified)	9	-1%	3	-0.2%	3%	7%	2	0%	.	-16	2
O=C(Nc1ccc(Cl)cn1)c1cnn2cccnc12	-9	-8%	1	.	2%	-6%	4	.	17%	0	12
C1=C(CCNc2ncnc3nc[nH]c23)CCCC1	0	1%	-12	-0.1%	-4%	-1%	-2	4%	14%	7	?
CCCOc1ccccc1C1CC(=O)NC(C)=C1C(=O)OCC(C)C (stereo unspecified)	-6	7%	7	-0.2%	1%	10%	0	-1%	-1%	-10	8
C=CCn1c(SCC(=O)c2c(N)n(C3CC3)c(=O)[nH]c2=O)nnc1-c1ccc(OC)cc1	7	.	12	0.1%	.	.	.	1%	.	-23	0
COc1cc(OC)c(OC)cc1/C=N/Nc1ncnc2c1[nH]c1ccc(C)cc12	11	-3%	2	-0.8%	-1%	-20%	9	0%	.	-4	1
COC(=O)c1ccccc1N/C=C1\CCc2c(c(C)nn2-c2ccccn2)C1=O	4	6%	0	0.2%	-1%	5%	-17	-1%	-2%	2	6
COCCN(Cc1nc2ccccc2c(=O)[nH]1)C(=O)COc1ccccc1-c1ccccc1	-18	.	-4	-0.1%	.	.	.	1%	.	-5	-2
CSc1nc2ccc3nc(NC(=O)c4cccs4)sc3c2s1	-25	-1%	-1	0.4%	-3%	2%	0	3%	?	-24	-4
COc1ccc(/C=N/NC(=O)c2nonc2C)cc1	-7	-6%	-1	-0.2%	11%	-59%	2	1%	14%	-4	14
Cc1ccc(SCc2nc3ccccc3n2CC(=O)Nc2c(C)cccc2C)cc1	0	37%[activator]	-23	-0.1%	.	0%	3	-1%	-14%	10	8
O=C(CCn1ccc2ccccc21)Nc1ccc(N2CCOCC2)cc1	-16	-2%	4	0.0%	6%	-2%	-4	0%	10%	-2	?
COC(=O)[C@]1(C)N[C@H](c2ccc(-c3ccc(Cl)c(Cl)c3)cc2)[C@@H]2C(=O)N(C)C(=O)[C@@H]21	-3	.	-9	-0.5%	.	.	.	1%	.	-14	-7
COC(=O)c1ccc(COc2cccc(OC)c2)o1	-7	2%	-22	-0.2%	3%	2%	0	2%	0%	2	.
CC(=O)COc1c(-c2ccco2)oc2ccccc2c1=O	-2	-16%	-5	-0.4%	-1%	0%[11.5 µM]	1	3%	3%	-4	5
C=CC(C)Sc1nc2c(c(=O)n(C)c(=O)n2C)n1Cc1ccccc1Cl (stereo unspecified)	1	-1%	0	0.1%	0%	-8%	-3	0%	?	-2	12
CCn1nc2cc(C(=O)NCC34CC5CC(CC(C5)C3)C4)ccc2c1OC	-19	7%	-13	0.1%	.	-7%	-1	0%	-1%	-2	8
COc1ccc(S(=O)(=O)Nc2ccc(O)c(Sc3nc4ccccc4s3)c2)cc1	2	2%	3	-0.5%	0%	2%	5	1%	23%	-2	-2
Cc1ccc(N2C(=O)c3n[nH]c(C)c3C2c2ccccn2)cc1 (stereo unspecified)	10	4%	6	-0.6%	7%	-3%	-1	2%	-28%	8	-6
O=C(O)C1CCCN(S(=O)(=O)c2ccc(Br)s2)C1 (stereo unspecified)	-9	9%	13	-0.2%	8%	-2%	6	5%	-4%	-23	0
CC(=O)NC1C(OCCOc2ccc(Cl)cc2Cl)OC(COC(C)=O)C(OC(C)=O)C1OC(C)=O (stereo unspecified)	1	15%	-3	-0.7%	0%	-3%	0	-1%	-1%	11	-6
COc1ccc(OC)c(NC(=O)Cc2coc3ccc4ccccc4c23)c1	10	3%	6	-0.5%	-5%	3%	3	1%	0%	-6	-1
Cc1ccc(S(=O)(=O)NCCC(=O)NC2CC2)cc1	18	3%	3	0.3%	8%	.	.	-1%	.	13	1
COc1ccc(/C=C/C(=O)Nc2ccccc2C(=O)N2CCCC2)cc1	3	-19%	-3	-0.2%	0%	0%	-1	5%	-11%	-13	-4
COc1ccc(NC(=O)c2cc(-c3ccccc3Cl)on2)cc1OC	1	-3%	0	-0.4%	0%	1%	1	0%	-14%	?	2
C/C(=N\NC(=O)Cc1ccc(Cl)cc1)c1ccccc1O	6	-3%	-1	-0.2%	-2%	-1%	2	6%	?	12	-3
O=C(NCc1ccccc1)C1=C[C@@H](C2CC2)C[C@@H](OCc2ccc(CO)cc2)O1	48[activator]	37%[activator]	0	0.4%	1%	1%	3	1%	-14%	-46	6
O=C(CNC(=O)C12CC3CC(CC(C3)C1)C2)OCc1ccc(F)cc1Cl	-9	.	23	0.0%	.	.	.	3%	.	4	?
CC1=[N+](C)N(c2ccccc2)C(=O)C1N=C/C=C/c1ccccc1 (stereo unspecified)	10	9%	-2	-0.2%	-1%	5%	4	1%	.	-9	-1
COc1ccc(NC(=S)N2CCN(C(=O)c3ccco3)CC2)c(OC)c1	9	?	-2	-0.8%	0%	6%	1	6%	2%	11	2
O=C(/C=C/c1cccc([N+](=O)[O-])c1)Nc1cccc(NC(=O)c2ccco2)c1	14	4%	36	-0.1%	-2%	-5%	1	-2%	?	4	-4
N#Cc1cccc(CS(=O)(=O)c2ccc(Cl)cc2)c1	6	-7%	2	-0.3%	0%	.	-4	0%	-16%	5	-3

Not all compounds are listed. The share of hits here may be higher or lower than overall.
